From PubChem
TDP1 cell CPT: qHTS for Inhibitors of human tyrosyl-DNA phosphodiesterase 1 (TDP1): qHTS in cells in presence of CPT. chicken DT40 Tdp1-/-;hTDP1 cells + 20 nM CPT, ATP luminescence, 48 h. Potency, µM (top dose mostly 46.2 µM), for inactives: at the top dose activity change, negative = growth inhibition, usual class: inhibitors. 420,000 compounds, 12% hits; active = well fitted inhibition curve with a large enough effect; inconclusive = small, poorly fitted or top-dose-only effect; note: nearly all actives have a fitted effect of over 55% in size
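Chicken DT40 Tdp1-/- cells complemented with human TDP1, 400 cells/well, exposed to compounds plus 20 nM camptothecin for at least 48 h at 37 C; viability read as ATP content by CellTiter-Glo luminescence.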
* = called active by the depositor; ? = inconclusive; [ ] = dose if it differs, or a comment. % is set by controls: 0 for no effect and ±100 for the full control effect; potency is the fitted concentration of half-maximal effect. These rows are one share of the data, so the mix of outcomes need not match the whole.

SMILES	TDP1 cell CPT
C[C@@H]1COc2cc(N3CCN(C)CC3)ccc2S(=O)(=O)N1	7.8%
CCOC(=O)[C@]12Cc3ccc(C)cc3[C@H]1N(C1CCCCC1)C(=O)c1cc(OC)ccc12	2.91µM*
O=c1ccc2cc(OC3OC(CO)C(O)C(O)C3O)c(O)cc2o1 (stereo not given)	?
C[C@@H]1CN([C@@H](C)CO)C(=O)CCCn2cc(nn2)CO[C@H]1CN(C)C(=O)Oc1ccc2ccccc2c1	-19.7%
Cc1ccc(S(=O)(=O)N2Cc3cc(-c4ccccc4)ccc3-n3nncc3C2)cc1	?
COC(=O)[C@H]1[C@@H](OC(=O)c2ccccc2)C[C@@H]2CC[C@H]1N2C	?
O=Nc1c(-c2ccccc2)n(O)[n+]([O-])c1-c1ccccc1	?
O=C1NCN(c2ccccc2)C12CCN(C(c1ccccc1OC(F)(F)F)c1nnnn1-c1ccc3c(c1)OCCO3)CC2 (stereo not given)	?
C[n+]1c2cc(N)ccc2cc2ccc(N)cc21 (tested in a mixture with another compound)	2.11µM*
CN1C2CCC1CC(OC(c1ccccc1)c1ccc(Cl)cc1)C2 (stereo not given)	2.99µM*
O=C1NCN(c2ccccc2)C12CCN(C(c1cccc3ccccc13)c1nnnn1C1CCCC1)CC2 (stereo not given)	?
COc1ccc(C(c2nnnn2-c2c(C)cccc2C)N2CCC(n3c(=O)[nH]c4ccccc43)CC2)cc1 (stereo not given)	8.2µM*
CCOC(=O)/C=C(C)/C=C/C[C@@H](C)CCCC(C)C	-7.9%
C[C@H]1CN([C@@H](C)CO)C(=O)CCCn2nncc2CO[C@H]1CN(C)C(=O)Oc1ccccc1	-12.4%
CC(C)(C)n1nnnc1C(c1cccc2ccccc12)N1CCC2(CC1)C(=O)NCN2c1ccccc1 (stereo not given)	?
C[N+]1([O-])[C@@H]2CC[C@H]1CC(OC(=O)C(CO)c1ccccc1)C2 (stereo not given in full)	-3.4%[21.1 µM]
O=C(O)CCCO	16.1%[92.5 µM]
C[C@H](CO)N1C[C@H](C)[C@@H](CN(C)C(=O)Oc2cccc3ccccc23)OCc2cn(nn2)CCCC1=O	?
CCOC(=O)c1cccc(C2=C(CNC(C)=O)[C@H]3CC[C@@H](C2)N3Cc2ccccc2)c1	-3.0%
O=C(NCC1=C(c2ccc3ccccc3c2)C[C@@H]2CC[C@H]1N2Cc1ccco1)c1ccncc1	?
CCCCn1nnnc1C(CCSC)N1CCC2(CC1)C(=O)NCN2c1ccccc1 (stereo not given)	23.1µM*
CCCCn1nnnc1C(C1CC1)N1CCC2(CC1)C(=O)NCN2c1ccccc1 (stereo not given)	?
Cn1cc(C2=C(c3cn(C4CCN(Cc5ccccn5)CC4)c4ccccc34)C(=O)NC2=O)c2ccccc21	4.9%
COc1ccccc1CNCCc1cccc(Cl)c1	18.4µM*
Cc1cccc(C)c1-n1nnnc1C(c1cccs1)N1CCC2(CC1)C(=O)NCN2c1ccccc1 (stereo not given)	14.6µM*

The last 3 entries of the section before come first, to join the parts:
SMILES	TDP1 cell CPT
Cn1cc(C2=C(c3cn(C4CCN(Cc5ccccn5)CC4)c4ccccc34)C(=O)NC2=O)c2ccccc21	4.9%
COc1ccccc1CNCCc1cccc(Cl)c1	18.4µM*
Cc1cccc(C)c1-n1nnnc1C(c1cccs1)N1CCC2(CC1)C(=O)NCN2c1ccccc1 (stereo not given)	14.6µM*
Cc1ccc(OC(=O)N(C)C[C@@H]2OCc3cnnn3CCCC(=O)N([C@H](C)CO)C[C@H]2C)cc1	10.3%
O=c1[nH]c2ccccc2n1C1CCN(C(c2cccc3ccccc23)c2nnnn2Cc2ccccc2)CC1 (stereo not given)	11.6µM*
CN1C2CCC1CC(OC(=O)C1CCC(C(=O)OC3CC4CCC(C3)N4C)(c3ccccc3)c3ccccc31)C2 (stereo not given)	-8.6%[9.04 µM]
O=c1[nH]c2ccccc2n1C1CCN(C(c2ccccc2)c2nnnn2-c2ccc3c(c2)OCCO3)CC1 (stereo not given)	18.4µM*
O=P(/C=C1\OCc2ccccc21)(Oc1ccccc1)Oc1ccccc1	?
c1coc(CN2Cc3ccccc3-n3nncc3C2)c1	-20.2%
Cc1ccc2c(c1)[C@]13CCCC[C@@H]1[C@H](C2)N(C)CC3	-4.0%
Cc1ncoc1C(=O)NCC1=C(c2ccc(S(C)(=O)=O)cc2)C[C@@H]2CC[C@H]1N2Cc1ccco1	2.5%
CC1=CP(=O)(Oc2ccc([N+](=O)[O-])cc2)CC1 (stereo not given)	-22.8%
COc1cc(O)c2c(c1)/C=C/C[C@H](O)[C@H](O)C(=O)CCC[C@H](C)OC2=O	?
O=C(C[C@@H]1NCCC[C@H]1O)Cn1cnc2cc(Br)c(Cl)cc2c1=O	-0.6%
Cc1cc(C)c(NC2=NCCS2)cc1C	-24.1%
CCOC(=O)CNC(=O)N1Cc2cc(-c3ccc(OC)cc3)ccc2-n2nncc2C1	-17.7%
CCCCC[C@H]1CCCCC[C@H](O)C[C@@H](O)[C@H](O)/C=C/C(=O)O1	?
C[C@H](CO)N1C[C@H](C)[C@@H](CN(C)C(=O)Oc2ccc3ccccc3c2)OCc2cnnn2CCCC1=O	-28.4%
CN1[C@H](CC(=O)c2ccccc2)CCC[C@H]1C[C@@H](O)c1ccccc1	13.4%
CN(Cc1cccc(-c2cccnc2)c1)C(=O)Oc1ccc([N+](=O)[O-])cc1	18.4µM*
C=CCN1CC[C@]23CCCC[C@H]2[C@H]1Cc1ccc(O)cc13	1.6%
CN(Cc1cccc(-c2ccncc2)c1)C(=O)Oc1ccc([N+](=O)[O-])cc1	20.6µM*
CC(C)c1ccc(C(=O)N2CCCC(c3cc(C(=O)Nc4ccccc4Cl)no3)C2)cc1 (stereo not given)	14.6µM*
C[C@H](CO)N1C[C@H](C)[C@@H](CN(C)C(=O)c2ccc3c(c2)OCO3)Oc2cc(/C=C/c3ccccc3)ccc2S1(=O)=O	20.6µM*
COc1ccc(OC(=O)N(C)C[C@H]2OCc3cnnn3CCCC(=O)N([C@@H](C)CO)C[C@H]2C)cc1	-0.6%
Cc1cc(C)c(C)c(C(O)(C(=O)O)c2ccccc2)c1 (stereo not given)	0.3%
O=C1NCN(c2ccccc2)C12CCN(C(CCc1ccccc1)c1nnnn1Cc1ccccc1)CC2 (stereo not given)	?
CCOC(=O)[C@]12Cc3cc(C)ccc3[C@H]1N(CCC(=O)OC)C(=O)c1cc(OC)ccc12	10.3µM*
SMILES	TDP1 cell CPT
Cc1ccc(S(=O)(=O)N2Cc3cc(N4CCOCC4)ccc3-n3nncc3C2)cc1	-28.4%
O=C(Nc1cc(Cl)cc(Cl)c1)N1Cc2ccccc2-n2nncc2C1	?
O=C(Nc1cccc2ccccc12)N1Cc2ccccc2-n2nncc2C1	-27.1%
COC(=O)C1=C(c2ccc(OCc3ccccc3)cc2)C[C@@H]2CC[C@H]1N2C(=O)NCc1cccc(F)c1	25.9µM*
CC1(C)S[C@@H]2[C@H](N3C(=O)C(c4ccccc4)NC3(C)C)C(=O)N2[C@H]1C(=O)O (stereo not given in full)	2.5%
COC(=O)[C@]12CCC(C)(C)C[C@H]1[C@H]1C(=O)C=C3[C@@]4(C)C=C(C#N)C(=O)C(C)(C)[C@@H]4CC[C@@]3(C)[C@]1(C)CC2	1.19µM*
O=C(OCc1ccccc1)N1CCC2CC1c1cc(N3Cc4ccccc4-n4nncc4C3)ccc12 (stereo not given)	7.31µM*
CCOC(=O)[C@]12Cc3ccccc3[C@H]1N(Cc1ccccc1)C(=O)c1cc(OC)ccc12	?
COc1cccc(C(c2nnnn2Cc2ccccc2)N2CCC3(CC2)C(=O)NCN3c2ccccc2)c1OC (stereo not given)	?
O[C@H]1C[C@H](c2ccccc2)N(CC2CCCCC2)C[C@@H]1n1cc(-c2ccc(F)cc2)nn1	23.1µM*
CCN[C@@H](C)Cc1ccccc1	12.9%[92.5 µM]
CCOC(=O)c1cc2ccccc2n1C1CCN(Cc2ccccc2)CC1	?
C[C@H]1C[C@@H]2[C@H]([C@@H](O)C[C@@]3(C)[C@H]2CC[C@]3(O)C(=O)COC(=O)CCC(=O)O)[C@@]2(C)C=CC(=O)C=C12	?
CCOC(=O)[C@]12Cc3cc(OC)ccc3[C@H]1N(C1CCCCC1)C(=O)c1cc(OC)ccc12	2.59µM*
C[C@H]1[C@@H](OC(=O)CCC(=O)O)O[C@@H]2OC3(C)CC[C@H]4[C@H](C)CC[C@@H]1[C@@]24OO3	0.119µM*
COC(=O)[C@@H]1N=C(c2ccc(OC)cc2)O[C@]12C(=O)N(C)c1cccc(Cl)c12	9.1%
CCN(CC)CCc1c[nH]c2ccccc12	-14.9%[166 µM]
O=c1[nH]c2ccccc2n1C1CCN(C(c2nnnn2C2CCCCC2)C2CC2)CC1 (stereo not given)	?
COc1ccc(S(=O)(=O)N2CCN(C(=O)c3ccc(COc4ccccc4)o3)CC2)cc1	?
CN(C)[C@H](Cc1ccccc1)c1ccccc1	-2.4%
CS(=O)(=O)c1ccc(C2=C(CNC(=O)c3ccncc3)[C@H]3CC[C@@H](C2)N3Cc2ccco2)cc1	3.2%
CC(=O)Nc1cc(-c2cccc(CO)c2)cn2c(-c3cccc(C(F)(F)F)c3)cnc12	11.6µM*
O=c1[nH]c2ccccc2n1C1CCN(C(c2cccs2)c2nnnn2-c2ccc3c(c2)OCCO3)CC1 (stereo not given)	2.91µM*
NC(Cc1ccc(C(F)(F)F)cc1)c1csc(Nc2nncc3ccccc23)n1 (stereo not given)	13µM*
CC1=C(C)CN2CC(C#N)=C(N)C2C1 (stereo not given)	?

Reprinted at random: seven entries already listed
SMILES	TDP1 cell CPT
C[C@H]1C[C@@H]2[C@H]([C@@H](O)C[C@@]3(C)[C@H]2CC[C@]3(O)C(=O)COC(=O)CCC(=O)O)[C@@]2(C)C=CC(=O)C=C12	?
CCOC(=O)[C@]12Cc3cc(OC)ccc3[C@H]1N(C1CCCCC1)C(=O)c1cc(OC)ccc12	2.59µM*
CCOC(=O)c1cc2ccccc2n1C1CCN(Cc2ccccc2)CC1	?
NC(Cc1ccc(C(F)(F)F)cc1)c1csc(Nc2nncc3ccccc23)n1 (stereo not given)	13µM*
CC1(C)S[C@@H]2[C@H](N3C(=O)C(c4ccccc4)NC3(C)C)C(=O)N2[C@H]1C(=O)O (stereo not given in full)	2.5%
C[C@H]1[C@@H](OC(=O)CCC(=O)O)O[C@@H]2OC3(C)CC[C@H]4[C@H](C)CC[C@@H]1[C@@]24OO3	0.119µM*
CCN[C@@H](C)Cc1ccccc1	12.9%[92.5 µM]

Continued.
SMILES	TDP1 cell CPT
Cc1ncc(C(=O)O)n1C(C)c1ccccc1 (stereo not given)	3.9%
CCCc1c(-c2ccccc2F)ncn1CCc1ccccc1OC	3.66µM*
COC(=O)[C@@H]1[C@H]2CC[C@@H](C[C@H]1OC(=O)c1ccccc1)N2C	12.0%
CCN(CCO)CCn1c(Cc2ccccc2)nc2c1c(=O)n(C)c(=O)n2C	-10.0%
CC(=O)Nc1cc(-c2ccc(C(=O)NC3CC3)cc2)cn2c(-c3ccc(F)c(Cl)c3)cnc12	?
CC(C)CN1Cc2ccccc2-n2nncc2C1	-13.7%
C#CCCC[C@@H]1OC(=O)CNC(=O)C([C@@H](C)CC)NC(=O)[C@@H]2CCCN2C(=O)C([C@@H](C)CC)OC(=O)[C@H](Cc2ccccc2)N(C)C(=O)[C@H](C(C)C)NC(=O)C1(C)C (stereo not given in full)	13µM*
COc1ccc(OC(=O)N(C)C[C@H]2OCc3cnnn3CCCC(=O)N([C@H](C)CO)C[C@H]2C)cc1	0.8%
COCCNC(=S)N1Cc2ccccc2-n2nncc2C1	-7.9%
CN(c1ccc(O)cc1)c1ccc([N+](=O)[O-])c2nonc12	?
COc1ccc(/C=C/C(=O)N2CC3C[C@@H](C2)Cn2c3cccc2=O)cc1OC	17.4%[9.04 µM]
CCN1C(=O)CC(=O)N(CC)C1=S	-3.5%
CCC(c1nnnn1Cc1ccccc1)N1CCC2(CC1)C(=O)NCN2c1ccccc1 (stereo not given)	?
O=c1[nH]c2ccccc2n1C1CCN(C(CCc2ccccc2)c2nnnn2Cc2ccccc2)CC1 (stereo not given)	2.31µM*
CCCCn1nnnc1C(c1ccnc2ccccc12)N1CCC2(CC1)C(=O)NCN2c1ccccc1 (stereo not given)	16.4µM*
CN1CCCCC1Cc1ccccc1 (stereo not given)	1.4%
COc1ccc(C(c2nnnn2Cc2ccccc2)N2CCC3(CC2)C(=O)NCN3c2ccccc2)cc1 (stereo not given)	?
COc1ccc(C#Cc2ccc3c(c2)O[C@H](CN(C)C(C)=O)[C@H](C)CN([C@@H](C)CO)S3(=O)=O)cc1	23.1µM*
C1=NCCCN2CCCCC12 (stereo not given)	-4.5%
